Htt clearance: compounds clearing mutant huntingtin protein; HeLa Exon1htt(103Q)mCFP, aggregate imaging; zero = plate's median compound well; inhibition, % at 1.5 µM; 0.42% of 47,000 active; AID 853;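 active = inhibition of aggregate fluorescence above about 70%, also judged a hit by eye on the cell image, limit read from the data, passing the limit was not always enough; inconclusive = no rule stated for this call; inactive = not judged a hit on image review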;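 note: cells exposed to compound for three days before fixation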
Htt clearance grain fraction: further read-out of Htt clearance, marked with its call; fraction fluorescence in grains; measured here: aggregate grain fluorescence fraction; active compounds read low;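 scaled fraction of total cell fluorescence in grains with unit not stated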
* marks the source's active call; other numbers are inactive results; u = inconclusive; x = not tested or not shown. Not all compounds are listed; count on the stated rates, not on these rows.

SMILES	Htt clearance	Htt clearance grain fraction
CCOC(=O)c1ccc(CNC(=O)C2CCCCC2C(=O)OCC(F)(F)F)o1 (stereo not given)	-2	38
COC(=O)c1cc2sccc2n1Cc1nc(-c2ccc(OC)cc2)oc1C	25	28
CCCCC(=O)NC1(C(F)(F)F)C(=O)Nc2c1c(=O)[nH]c(=O)n2Cc1ccco1 (stereo not given)	-50	66
O=C(C1CCC(C(=O)N2CCc3ccccc32)CC1)N1CCc2ccccc21 (stereo not given)	-6	40
COC(=O)c1sc(NC(=O)Cc2cccs2)nc1C	-4	19
O=c1cc(Cn2ccnc2)c2cc3c(cc2o1)CCC3	-48	62
COc1ccc(N=NC2=C(O)CC(C)(C)CC2=O)c(OC)c1	23	13
O=C(CSc1nnc2scc(-c3ccccc3)n12)N1CCN(Cc2ccccc2)CC1	-23	54
CN(C)C(=O)CSc1nnc(CCNC(=O)OC(C)(C)C)o1	7	35
Cc1noc(C)c1COC(=O)c1cccnc1SCC(=O)Nc1ccc2c(c1)OCO2	-16	41
O=C(O)C(F)(F)S(=O)(=O)O	-28	44
COc1ccc(C(=O)Nc2cc(Cl)cc(Cl)c2)c(OC)n1	1	40
CC1Cc2ccccc2N1S(=O)(=O)c1ccc2c(c1)n(C)c(=O)c(=O)n2C (stereo not given)	22	34
COc1ccccc1OCc1nc(C#N)c(NCc2ccco2)o1	-31	45
COC(=O)c1cccnc1SCc1ccccc1	-50	27
CCCNC(=O)CCNC(=O)c1ccc(C(C)(C)C)cc1	-11	38
Cc1cc(C)n(-c2ccc(C(=O)OCC(=O)N(CC(C)C)C3CCS(=O)(=O)C3)cc2)n1 (stereo not given)	16	30
COc1ccc(C(C)(C)C)cc1NC(=O)C1C2C=CC(C2)C1C(=O)O (stereo not given)	4	36
OC1(C(F)(F)F)CC(O)(C(F)(F)F)n2nc(-c3ccccc3)cc2N1 (stereo not given)	u	x
O=C(Cc1c(F)cccc1Cl)Nc1ccncc1	-191	57
O=C(NCCN1CCOCC1)c1cc2c(=O)n3ccccc3nc2n1Cc1ccccc1	-108	40
COc1ccccc1/C=c1\sc2nc(-c3ccco3)nn2c1=O	-26	47
Cc1ccc(S(=O)(=O)N(CC(=O)N2CCN(c3ccccc3F)CC2)C2CCCCC2)cc1	-24	29
COc1ccc(S(=O)(=O)N(C)CC(=O)NC2CC2)cc1	-16	23
CCC(C(=O)Nc1cnccn1)c1ccccc1 (stereo not given)	-39	26
O=C(NC1CCCCC1)N(Cc1nc2ccccc2c(=O)[nH]1)C1CCCCC1	-20	40
O=c1[nH]cnc2nc(-c3ccccc3)c(-c3ccccc3)nc12	22	35
CC(=O)Nc1ccc(NC(=O)CCC(=O)NCCO)cc1	-33	48
O=C(Nc1nc2ccc(Cl)cc2s1)c1ccc(Br)o1	8	15
O=C(O)C1CC=C(Cl)CC1C(=O)NCc1ccccc1 (stereo not given)	-37	24
CC1(C)Cc2c(c(=S)nc(-c3ccccc3)n2CCN2CCOCC2)CO1	32	11
CSc1nsc(SC)c1C(=O)Nc1ccc(C)cc1	28	31
Cc1nc(SCC#N)c2c(C)c(C)sc2n1	-8	21
CN(C)CCNCc1ccccc1OC1CCCC1	-1	24
O=C(c1cc(-c2cccnc2)nc2ccc(Br)cc12)N1CCC2(CC1)OCCO2	40	13
CC(=O)Nc1ccc2oc(-c3cc(F)c(F)cc3Cl)nc2c1	-48	30
CC(C)CN(C(=O)COC(=O)c1ccc2c(c1)NC(=O)CS2)C1CCS(=O)(=O)C1 (stereo not given)	14	33
Cc1cc(C)n(CCOC(=O)c2sc3ccccc3c2Cl)n1	-19	40
O=S(=O)(c1cccs1)N1CCC(Cc2ccccc2)CC1	36	13
CC(C)CNC(=O)C(=O)NNC(=O)C1CCCCC1	-47	49
Cc1cccc(N2CC(=O)N(c3cccc(C)c3)CC2=O)c1	-8	46
COc1ccc2nc(N3CCC(O)CC3)c(C#N)cc2c1	-17	26
O=C(Nc1cccc2nsnc12)C1CC(=O)N(c2ccccc2)C1 (stereo not given)	29	23
Cc1ccc(Oc2nc3ccccc3n3cccc23)cc1	57	16
COc1cc(NC(=O)c2ccccc2)c(OC)cc1Cl	-17	21
COC(=O)c1ccc(C(=O)OC)c(NC(=O)COc2ccccc2OC)c1	-33	26
Cn1c(=O)n(Cc2ccccc2)c(=O)c2c1nc1n2CCCN1Cc1ccccc1	-46	30
Cn1c(SCc2nnc(-c3ccc(F)cc3)o2)nnc1C1COc2ccccc2O1 (stereo not given)	-9	38
COc1cc(=O)[nH]c(SCc2c(F)c(F)c(F)c(F)c2F)n1	-11	20
C(=C\c1ccccc1)/C=N/n1cnnc1	-13	41

Gathered by group, those above containing bromine (2)
SMILES	Htt clearance	Htt clearance grain fraction
O=C(Nc1nc2ccc(Cl)cc2s1)c1ccc(Br)o1	8	15
O=C(c1cc(-c2cccnc2)nc2ccc(Br)cc12)N1CCC2(CC1)OCCO2	40	13

(list continues)
SMILES	Htt clearance	Htt clearance grain fraction
COC(=O)c1cc(Br)c(=O)n(Cc2ccc3c(c2)OCO3)c1	-8	46
C/C(=N/NC(=O)CNc1ccc(C)cc1)c1ccc(Cl)cc1	46	21
NS(=O)(=O)c1ccc(Nc2nc(-c3ccc(O)cc3)cs2)cc1	23	13
CCOC(=O)C1C(=O)NC(SCC(=O)Nc2nccs2)=C(C#N)C1c1ccccc1OCC (stereo not given)	-102	36
CCCN(CCC)C(=O)CC(c1ccccc1)c1cc(Br)ccc1O (stereo not given)	30	22
N#CCSc1nnc(COc2cccc3ccccc23)n1-c1ccccc1	2	37
NC(=O)Nc1ccc2c(c1)OCCO2	24	23
Cc1ccc2nc3c(cc(C#N)c(=N)n3CCCN3CCOCC3)c(=O)n2c1	51	9.6
COCc1nc2sc(C)c(C)c2c(=O)[nH]1	13	15
COc1ccc(/C=N/NC(=O)CCc2ccccc2)cc1O	36	14

The last six compounds of the part before are carried over, then new ones follow.
SMILES	Htt clearance	Htt clearance grain fraction
CCCN(CCC)C(=O)CC(c1ccccc1)c1cc(Br)ccc1O (stereo not given)	30	22
N#CCSc1nnc(COc2cccc3ccccc23)n1-c1ccccc1	2	37
NC(=O)Nc1ccc2c(c1)OCCO2	24	23
Cc1ccc2nc3c(cc(C#N)c(=N)n3CCCN3CCOCC3)c(=O)n2c1	51	9.6
COCc1nc2sc(C)c(C)c2c(=O)[nH]1	13	15
COc1ccc(/C=N/NC(=O)CCc2ccccc2)cc1O	36	14
O=C(CN1c2cccc3cccc(c23)S1(=O)=O)NCc1ccc2c(c1)OCO2	19	18
O=C(c1ccccc1Cl)N1CCc2ccccc2C1	3	18
CC(C)(C)NC(=O)CN1CCC(O)(c2ccccc2)CC1	6	21
COc1ccc(N(CC(=O)Nc2cccc(C)c2C)S(=O)(=O)c2c(C)n[nH]c2C)cc1	-17	43
CCOC(=O)c1ccc(CNC(=O)CSc2nnnn2-c2ccc(Cl)cc2)o1	6	38
O=C(Nc1ncc(Cc2cccc(Cl)c2Cl)s1)c1ccc([N+](=O)[O-])cc1	-7	40
CCCCOc1ccc(-c2c(C#N)c(N)nc(SCC(N)=O)c2C#N)cc1	-18	40
COc1cccc(NC(=O)N2CCCC2C(=O)NC(C)C)c1 (stereo not given)	-14	24
N#Cc1nc(-c2ccccc2Cl)oc1N1CCCCC1	24	26
Cc1noc2ncnc(Sc3ccc(Cl)cc3)c12	-8	25

Among those listed so far, these contain a COOH group:
SMILES	Htt clearance	Htt clearance grain fraction
O=C(O)C(F)(F)S(=O)(=O)O	-28	44
COc1ccc(C(C)(C)C)cc1NC(=O)C1C2C=CC(C2)C1C(=O)O (stereo not given)	4	36
O=C(O)C1CC=C(Cl)CC1C(=O)NCc1ccccc1 (stereo not given)	-37	24
